TRPC4 agonist: activators of mouse TRPC4 channel, primary screen, Fluo4 calcium, HEK293 TRPC4beta/mu-opioid cells; Fluo4 calcium fluorescence; active compounds read high; AID 2237, 2010; 310,000 compounds, 0.49% hits; B-score at 10 µM;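 active = B-score above 5 SD of library B-scores, and initial fluorescence ratio not above library mean plus 5 SD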;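 note: positive B-score marks a calcium rise read as TRPC4 activation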
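Assay system: HEK293 cells stably co-expressing mouse TRPC4beta and mu-opioid receptor / Timing: Fluo4 dye loading 45 min at room temperature, 110 s recording / Signal: Fluo4 calcium-sensitive dye fluorescence, kinetic, 1 Hz baseline / Read-out: integrated baseline-normalised fluorescence ratio, converted to per-well B score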
hERG protect: hERG rescue from dofetilide block, primary screen, cell-based, CHO-hERG, FluxOR thallium flux, dofetilide IC70 | dofetilide IC70 present | activation (rescue from dofetilide block), less the hit threshold, % at 10 µM | 310,000 compounds, 0.51% hits;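 active = activation above the mean of controls blocked by dofetilide plus 5 SD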;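 note: thallium influx through hERG after potassium depolarization seen as dye fluorescence rise; in these data hits start at about 4.7%; inactives centre near -7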
Target sequence (Q12809 whole entry, looked up): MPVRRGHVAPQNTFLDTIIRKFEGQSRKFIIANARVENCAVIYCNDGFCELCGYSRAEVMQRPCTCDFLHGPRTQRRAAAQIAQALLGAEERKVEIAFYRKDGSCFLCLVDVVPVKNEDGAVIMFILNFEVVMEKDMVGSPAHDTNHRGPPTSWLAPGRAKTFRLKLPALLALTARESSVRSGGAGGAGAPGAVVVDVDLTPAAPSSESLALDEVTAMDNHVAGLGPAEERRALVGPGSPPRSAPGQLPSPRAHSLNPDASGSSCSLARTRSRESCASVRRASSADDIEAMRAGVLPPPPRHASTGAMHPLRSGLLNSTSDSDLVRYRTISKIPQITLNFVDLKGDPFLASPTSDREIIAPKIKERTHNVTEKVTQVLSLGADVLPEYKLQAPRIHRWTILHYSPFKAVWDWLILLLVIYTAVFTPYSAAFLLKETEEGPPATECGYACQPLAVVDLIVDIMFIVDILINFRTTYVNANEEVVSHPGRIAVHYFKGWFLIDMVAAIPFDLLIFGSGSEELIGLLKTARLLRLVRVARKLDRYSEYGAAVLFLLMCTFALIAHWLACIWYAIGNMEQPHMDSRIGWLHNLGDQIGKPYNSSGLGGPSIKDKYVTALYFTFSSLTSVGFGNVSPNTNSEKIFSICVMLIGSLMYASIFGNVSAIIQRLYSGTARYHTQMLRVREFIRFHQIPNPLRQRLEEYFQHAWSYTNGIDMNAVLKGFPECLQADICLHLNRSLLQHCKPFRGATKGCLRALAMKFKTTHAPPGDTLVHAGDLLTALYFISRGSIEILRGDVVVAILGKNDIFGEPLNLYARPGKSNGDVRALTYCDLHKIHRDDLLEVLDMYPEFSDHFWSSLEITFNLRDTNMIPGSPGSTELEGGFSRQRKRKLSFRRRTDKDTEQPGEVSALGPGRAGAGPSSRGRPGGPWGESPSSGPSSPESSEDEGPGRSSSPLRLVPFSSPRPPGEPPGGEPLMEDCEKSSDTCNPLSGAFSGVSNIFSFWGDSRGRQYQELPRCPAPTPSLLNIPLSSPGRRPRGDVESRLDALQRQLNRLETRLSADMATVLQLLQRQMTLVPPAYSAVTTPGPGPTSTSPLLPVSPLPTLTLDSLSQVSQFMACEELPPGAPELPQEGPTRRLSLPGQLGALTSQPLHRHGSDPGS
KCNQ1 pot: potentiators or activators of KCNQ1 channel, primary screen, cell-based, thallium flux, high-throughput. AID 2648, 2010. 310,000 compounds, 0.35% hits. Potassium voltage-gated channel subfamily KQT member 1 (Homo sapiens), P51787. B-score at 10 µM. CHO-K1 KCNQ1, thallium flux FluxOR fluorescence; active compounds read high;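 active = fluorescence ratio B-score, a plate-corrected score, at least three library SD, with initial intensity B-score within 5 SD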
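Assay system: stable KCNQ1 CHO-K1 line; medium: assay buffer, equal DMSO in all wells; timing: 90 min dye loading and 20 min compound exposure, both at room temperature; technique: kinetic FluxOR thallium fluorescence, 10-s 1-Hz baseline, 110-s post-stimulus read; read-out basis: B score of baseline-normalized fluorescence ratio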
KCNK9 block: KCNK9 potassium channel inhibitors, primary screen, HEK293 cells, thallium flux; FluxOR thallium flux fluorescence; active compounds read low; B-score at 10 µM; 310,000 compounds, 1.2% hits;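 active = ratio B-score over 3 SD below the library mean, with starting fluorescence within 5 SD of its mean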;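 note: negative B-score means less thallium flux so channel inhibition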
TMEM16A act: TMEM16A chloride channel activators or potentiators, primary screen, cell-based, HTS; AID 623877, 2012; Anoctamin-1 (Mus musculus), Q8BHY3; B-score at 10 µM; HEK293 TMEM16A/YFP-H148Q/I152L, iodide quench fluorescence; active compounds read low; 340,000 compounds, 0.3% hits;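 active = fluorescence-ratio B-score plate-corrected deviation score at least 3 library SD below zero, with starting fluorescence score within 5 deviations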;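 note: channel opened by trigger with iodide after compound preincubation; score built on the fluorescence ratio of max minus min over baseline; more negative score means more quench and so TMEM16A activation or potentiation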
HDAC3 inh: HDAC3 deacetylase inhibitors, primary screen, biochemical, fluorescence, cell-free homogeneous; inhibition, % at 8.3 µM; 320,000 compounds, 0.15% hits; Histone deacetylase 3 (Homo sapiens), O15379; recombinant HDAC3, fluorogenic peptide/trypsin coupled; in the data active = inhibition above about 26%, passing the limit was not always enough; inconclusive = no clear call, values can overlap the other calls
KCNQ1 block: inhibitors of human KCNQ1 channel, primary screen, cell-based, thallium flux, high-throughput. Potassium voltage-gated channel subfamily KQT member 1 (Homo sapiens), P51787. AID 2642, 2010. 310,000 compounds, 1.3% hits. CHO-K1 KCNQ1, FluxOR thallium flux fluorescence; active compounds read high. B-score at 10 µM;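 active = compounds whose thallium flux B-score, printed positive for inhibition, exceeds three library SD while starting fluorescence stays within three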;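 note: channel opened by potassium depolarization with thallium stimulus after 20 min compound exposure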
KCNK3 block: human KCNK3 channel inhibitors, primary screen, CHO cells, FluxOR thallium flux, B-score; Potassium channel subfamily K member 3 (Homo sapiens), O14649; FluxOR fluorescence; active compounds read low; B-score at 10 µM; 340,000 compounds, 0.84% hits;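 active = B-score under library mean minus 4 SD, starting fluorescence ratio at most library mean plus 5 SD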;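 note: more negative B-score means stronger inhibition of thallium flux through KCNK3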
TRPC4 potent: positive allosteric modulators of TRPC4, primary screen, cell-based, mouse TRPC4beta, HEK293 mu-opioid, Fluo-4 calcium. DAMGO EC20, Fluo-4 Ca2+ flux; active compounds read high. Short transient receptor potential channel 4 (Mus musculus), Q9QUQ5. B-score at 10 µM. AID 2227, 2009. 310,000 compounds, 0.42% hits;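 active = B-score of calcium response area above 5 SD of library B-scores, with initial fluorescence ratio within 5 SD of library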;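 note: B-score of integrated fluorescence ratio over time as area under calcium response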
ANO1 block: TMEM16A chloride channel inhibitors, primary screen, cell-based, HTS; Anoctamin-1 (Mus musculus), Q8BHY3; HEK293 TMEM16A/YFP iodide influx fluorescence, ionomycin; normalized B-score (activity score, 25-100; higher = stronger inhibition) at 10 µM; 310,000 compounds, 1.2% hits;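 active = ratio plate-corrected score three or more library SD toward inhibition, starting fluorescence score within five deviations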;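 note: score derived from kinetic fluorescence span divided by baseline fluorescence per well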
Dyrk1A ADPGlo: rat Dyrk1A kinase inhibitors, primary screen, biochemical, single point, plate reader; 310,000 compounds, 0.43% hits; Dual specificity tyrosine-phosphorylation-regulated kinase 1A (Rattus norvegicus), Q63470; ADP-Glo luminescence, NFATc1 peptide; inhibition, % at 12.5 µM; in the data active = inhibition above about 50%;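 note: plate controls were vehicle with enzyme for no effect and no enzyme for full effect; many of its hits are not listed in these tables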
* marks the source's active call; other numbers are inactive results; i = inactive; u = inconclusive; x = not tested or not shown. A portion of the library; rates above refer to the full screens.

Compound,ANO1 block,HDAC3 inh,KCNK3 block,KCNK9 block,KCNQ1 pot,Dyrk1A ADPGlo,TMEM16A act,TRPC4 potent,hERG protect,KCNQ1 block,TRPC4 agonist
Clc1ncccc1OCc1ccccc1,i,-4,i,i,i,-2,i,i,-10,i,i
Cc1cn(C(=O)CN2C(=O)c3ccccc3C2=O)c(C)n1,x,x,i,i,i,-6,i,i,-4,i,i
Cc1cc(-c2cccs2)c2c(n1)sc1c(=O)[nH]c(=O)[nH]c12,i,3,i,i,i,1,i,i,-1,i,i
C(=N\n1cnnc1)/c1ccc(OCc2cccc3ccccc23)cc1,i,-3,i,i,i,3,i,i,-12,i,i
N#Cc1nc(COc2ccccc2Cl)oc1NCc1cccnc1,i,-1,i,i,i,-3,i,i,-14,i,i
COc1ccccc1OCCC(=O)OCC(=O)Nc1cc(S(=O)(=O)N2CCOCC2)ccc1Cl,i,0,i,i,i,x,i,i,-16,i,i
O=[N+]([O-])c1ccc(N2CCN(Cc3ccccc3)CC2)nc1,i,5,i,i,i,-4,i,i,-9,i,i
CCc1ccc(NC(=O)c2cc(S(=O)(=O)N3CCc4ccccc43)cn2C)cc1,i,9,i,i,i,4,i,i,-7,i,i
CCCCCCCCOC(=O)C1=C(C)Nc2nnnn2C1c1cccs1 (centres undefined),i,15,i,i,i,6,i,i,-6,i,i
NS(=O)(=O)c1ccc(NC(=S)Nc2ccc(OCc3ccccc3)cc2)cc1,i,u,i,i,30*,0,i,i,-4,i,i
Cc1ccc(NC(=O)NC2CCCCC2)c(C)c1,i,-3,i,i,i,1,i,i,-1,i,i
COc1ccccc1C(=O)Nc1ccc2c(c1)nc1n2CCSC1,i,3,i,x,x,0,i,x,x,x,x
COCCCNc1nc2nonc2nc1NCCSC,i,-1,i,i,i,-4,i,i,-11,i,i
O=C(CNc1cc(S(=O)(=O)N2CCOCC2)ccc1NCC1CCCO1)Nc1ccc(F)c(F)c1 (centres undefined),i,-5,i,i,i,4,i,i,-9,i,i
O=C1c2ccccc2S(=O)(=O)N1Cc1cccc(S(=O)(=O)N2CCOCC2)c1,i,4,i,i,i,4,i,i,-5,i,i
COc1ccccc1NC(=O)CC1C(=O)Nc2ccccc2N1C(=O)c1ccccc1 (centres undefined),i,5,i,i,i,0,i,i,-4,i,i
Cc1cc(NC(=O)CSc2nnc(C)n2-c2ccccc2C)no1,i,-3,i,i,i,26,i,i,-4,i,i
COc1ccc(S(=O)(=O)N2CCN(CC(=O)c3ccc(O)c(O)c3)CC2)cc1,i,4,i,i,i,0,i,i,-6,i,i
CCOc1ccccc1-c1nc(CN(Cc2cnn(C)c2)C(C)C)c(C)o1,i,7,i,i,i,2,i,i,-15,i,i
COc1ccc(Cl)cc1NC(=O)CCNC(=O)Cn1ccc2ccccc2c1=O,i,-6,i,i,i,-4,i,i,-5,i,i
CN(CC(=O)Nc1c(F)cccc1F)Cc1cccs1,i,10,i,i,i,0,i,i,-6,i,i
CC(=O)c1ccc(NC(=O)c2ccc(C)c(Br)c2)cc1,i,7,i,i,i,3,i,i,-10,i,i
CN1CCN(C(=O)C2CC(=O)N(c3ccc(F)c(Cl)c3)C2)CC1 (centres undefined),i,-1,i,i,i,1,i,i,-8,i,i
Cc1ccc(NS(=O)(=O)c2cccc3nsnc23)cc1,i,1,i,i,i,-7,i,i,-7,i,i
COc1ccc(CCNS(=O)(=O)c2c(N)n(C)c(=O)n(C)c2=O)cc1OC,i,-1,i,i,i,-9,i,i,-4,i,i
CC(=O)c1c(C)[nH]c(C(=O)COC(=O)c2ccc3c(=O)n4c(nc3c2)CCC4)c1C,i,6,i,i,i,-8,i,i,-10,i,i
COc1cc(NC(=O)c2cc([N+](=O)[O-])ccc2Br)ccc1NC(=O)c1ccco1,i,-5,i,i,i,-1,i,i,-11,i,i
O=c1[nH]c(C2CCN(S(=O)(=O)c3ccccc3F)CC2)nc2c1nnn2Cc1ccc(OC(F)(F)F)cc1,i,x,i,i,i,-2,i,i,-4,i,i
Cc1ccc(CSc2nccc(-c3c(C)nc4ccccn34)n2)cc1,i,x,i,i,i,x,i,i,-7,i,i
CCNc1cc(S(=O)(=O)C(F)(F)F)ccc1N,i,6,i,i,i,-2,i,i,-5,i,i
CCc1ccc(NC(=O)Cn2nnc(C(=O)NCCc3ccc(OC)c(OC)c3)c2N)cc1,i,-10,i,i,i,-2,i,i,-3,i,i
CC1(C)C=Cc2c(ccc3c2OC[C@@H](c2ccc(O)cc2O)C3)O1,i,9,i,i,i,13,i,i,-20,i,i
COc1ccc(C2c3c(oc4ccccc4c3=O)C(=O)N2CCCN2CCOCC2)cc1 (centres undefined),i,8,x,i,i,x,x,i,-14,i,i
CCOc1cc(/C=C2/C(=O)ON=C2C)ccc1OCc1ccc(F)cc1,i,-1,i,i,i,-6,i,i,-9,i,i
CC(NC(=O)CCNC(=O)c1ccccc1Cl)c1ccc(-n2ccnc2)cc1 (centres undefined),i,-1,i,i,i,-1,i,i,-10,i,i
CN(CCC#N)C(=O)c1ccc(CNS(=O)(=O)c2ccc(F)cc2)cc1,i,-5,i,i,i,1,i,i,1,i,i
Cn1c(N)c(C(=O)COC(=O)CCc2ccccc2)c(=O)n(C)c1=O,i,-2,i,i,i,x,i,i,1,i,i
CC(C)(C)OC(=O)N1CCC(C(=O)NNC(=O)c2ccc(Cl)cc2Cl)CC1,i,3,i,i,i,1,i,i,-5,i,i
O=C(NCC1CCCO1)c1ccccc1OCc1ccc(F)cc1 (centres undefined),i,0,i,i,i,5,i,i,-12,i,i
COc1ccc(S(=O)(=O)NC(C)C(=O)NCc2ccco2)cc1OC (centres undefined),i,5,i,i,i,-1,i,i,-5,i,i

Rewritten as labelled records: part of the list above.
CCOc1cc(/C=C2/C(=O)ON=C2C)ccc1OCc1ccc(F)cc1
- ANO1 block: i
- HDAC3 inh: -1
- KCNK3 block: i
- KCNK9 block: i
- KCNQ1 pot: i
- Dyrk1A ADPGlo: -6
- TMEM16A act: i
- TRPC4 potent: i
- hERG protect: -9
- KCNQ1 block: i
- TRPC4 agonist: i

Cn1c(N)c(C(=O)COC(=O)CCc2ccccc2)c(=O)n(C)c1=O
- ANO1 block: i
- HDAC3 inh: -2
- KCNK3 block: i
- KCNK9 block: i
- KCNQ1 pot: i
- Dyrk1A ADPGlo: x
- TMEM16A act: i
- TRPC4 potent: i
- hERG protect: 1
- KCNQ1 block: i
- TRPC4 agonist: i

Remaining list, next part:
Compound,ANO1 block,HDAC3 inh,KCNK3 block,KCNK9 block,KCNQ1 pot,Dyrk1A ADPGlo,TMEM16A act,TRPC4 potent,hERG protect,KCNQ1 block,TRPC4 agonist
C/C(=N\NC(=O)c1nc2ccccn2c1C)c1cc2ccccc2o1,i,4,i,i,i,25,i,i,-21,i,i
CS(=O)(=O)N(CCc1ccccc1)CC(=O)NCC1CCCO1 (centres undefined),i,-4,i,i,i,0,i,i,-2,i,i
O=C1C=CC(=O)N1Cc1ccccc1,i,2,i,i,i,-4,i,i,-17,i,i
O=C(CSc1ccc2nnc(-c3ccncc3)n2n1)NCc1ccco1,i,4,i,i,i,1,i,i,-14,i,i
Cc1ccc(NC(=O)COC(=O)C2CC(=O)N(Cc3ccccc3)C2)cc1S(=O)(=O)N(C)C (centres undefined),i,-2,i,i,i,-2,i,i,-9,i,i
COc1cc(C(=O)NCC(=O)OCC(=O)Nc2nnc(-c3ccccc3)o2)cc(OC)c1OC,i,-1,i,i,i,-3,i,i,-18,i,i
O=C(CCC(=O)N1CCN(c2cccc(Cl)c2)CC1)c1cccs1,i,-1,i,i,i,-2,i,i,-9,i,i
CSCCCNC(=O)c1ccc(OC2CCN(C(=O)c3cccnc3)CC2)cc1,i,-3,i,i,i,-2,i,i,-10,i,i
Cc1ccc(OCCCCN2CCC(C)CC2)c(Br)c1,i,-2,i,i,i,-1,i,i,-11,i,i
O=C(c1ccc(NS(=O)(=O)c2ccc(F)cc2)cc1)N1CCC1,i,-2,i,i,i,1,i,i,-10,i,i
CCC(C)NC(=O)c1ccc(CS(=O)(=O)c2ccc(OC)cc2)o1 (centres undefined),i,0,i,i,i,-6,i,i,-2,i,i
O=C(NCc1cccnc1)c1nc(-c2ccccc2)n(-c2ccccc2)n1,i,1,i,i,i,-7,i,i,-13,i,i
O=C(O)c1ccc2c(c1)C(=O)N(c1ccc(Cl)cn1)C2=O,i,-2,i,i,i,11,i,i,-6,i,i
COc1cc(C)nc(Oc2ccc(/C=N/O)cc2)n1,i,0,i,i,i,2,i,i,-7,i,i
Cn1ccnc1SCC(=O)NC1CCCC1,i,-1,i,i,i,-4,i,i,0,i,i

An excerpt from above in order of the Dyrk1A ADPGlo value, highest first:
SMILES | Dyrk1A ADPGlo
C/C(=N\NC(=O)c1nc2ccccn2c1C)c1cc2ccccc2o1 | 25
O=C(CSc1ccc2nnc(-c3ccncc3)n2n1)NCc1ccco1 | 1
CS(=O)(=O)N(CCc1ccccc1)CC(=O)NCC1CCCO1 (centres undefined) | 0
O=C(CCC(=O)N1CCN(c2cccc(Cl)c2)CC1)c1cccs1 | -2
O=C1C=CC(=O)N1Cc1ccccc1 | -4
CCC(C)NC(=O)c1ccc(CS(=O)(=O)c2ccc(OC)cc2)o1 (centres undefined) | -6
